Myeloid diff MLP – promotes myeloid progenitor differentiation; ER-HoxA9 myeloid progenitors, lysozyme-GFP differentiation, flow cytometry; calls only at 10 µM; hit rate 1% among 360,000;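 active = normalized GFP-positive differentiation at or above the plate's own cutoff, the solvent-only control mean plus 3 SD; inconclusive = no clear call, values can overlap the other calls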;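 also: cells exposed to compound for four days before flow analysis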
NTR1 agonist – agonists of NTR1, primary screen, imaging, U2OS cells, beta-arrestin-GFP, high content (AID 493036). hit rate 0.17% among 330,000. activation, % at 20 µM. P30989. NTR1-U2OS beta-arrestin-GFP spot imaging, agonist mode;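 active = activation at or above 40% of the spot to cytoplasm intensity ratio, with at least 20 cells analyzed; inconclusive = wells under 20 cells, flagged as cytotoxic or low count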;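 also: 0% = DMSO without peptide and 100% = 100 nM NTR1 peptide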
Target sequence (P30989 whole entry, looked up): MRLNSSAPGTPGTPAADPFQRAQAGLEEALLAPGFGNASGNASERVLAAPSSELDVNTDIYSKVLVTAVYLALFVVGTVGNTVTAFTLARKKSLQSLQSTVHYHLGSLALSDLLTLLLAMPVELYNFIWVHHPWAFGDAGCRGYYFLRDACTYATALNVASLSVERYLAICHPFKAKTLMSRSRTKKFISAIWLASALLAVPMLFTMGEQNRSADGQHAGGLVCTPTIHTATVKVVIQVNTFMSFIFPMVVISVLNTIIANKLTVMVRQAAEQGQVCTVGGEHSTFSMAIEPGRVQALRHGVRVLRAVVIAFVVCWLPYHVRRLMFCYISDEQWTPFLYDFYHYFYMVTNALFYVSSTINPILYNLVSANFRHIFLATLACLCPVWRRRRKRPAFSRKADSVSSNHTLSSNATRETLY
LYP inhibition – inhibitors of LYP phosphatase, biochemical, fluorescence intensity, uHTS (AID 1779); inhibition, % at 11.5 µM, or IC50 in µM where a hit was titrated; hit rate 0.054% among 290,000; recombinant LYP phosphatase, fluorescence intensity; higher % means a stronger effect; in the data active = inhibition above about 50%;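 also: plate controls were vehicle with enzyme for no effect and no enzyme for full effect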
GPR35 antagonists – inhibition of zaprinast-stimulated GPR35 beta-arrestin translocation – imaging, U2OS, beta-arrestin-GFP, zaprinast agonist, primary screen (AID 2058); U2OS GPR35 beta-arrestin-GFP translocation imaging, zaprinast antagonism; higher % means a stronger effect; hit rate 0.052% among 290,000; one-dose inhibition, % at 10 µM; IC50 in µM for titrated hits;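 active = inhibition of at least 50% with at least 30 cells and total cytoplasm GFP at most 10,000,000; inconclusive = under 30 cells or total GFP of 10,000,000 plus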
GPR55 antagonists – inhibition of LPI-stimulated GPR55 beta-arrestin translocation – imaging, U2OS, beta-arrestin-GFP, LPI agonist, primary screen (AID 2013); U2OS GPR55 beta-arrestin-GFP translocation imaging, LPI antagonism; higher % means a stronger effect; one-dose inhibition, % at 10 µM; IC50 in µM for titrated hits; hit rate 0.13% among 290,000;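 active = spots per cell inhibited over 60%, with over 100 cells counted and total cytoplasm intensity under 500,000; inconclusive = wells with under 100 cells, flagged as likely toxic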;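 also: U2OS cells stably carrying GPR55 and arrestin-GFP stimulated by 5 µM LPI near EC80; imaged beta-arrestin-GFP aggregate spots per cell after agonist stimulation; plate controls were LPI-stimulated DMSO wells for no effect and DMSO wells without LPI for full effect; some results filed as inactive read as strong as hits; confirmed hits need IC50 under 10 µM and bright autofluorescent wells are also inconclusive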
MgcRacGAP inhibition – MgcRacGAP GTPase-activating activity inhibitors, confirmation, biochemical, ADP Hunter fluorescence; hit rate 0.6% among 340,000; one-dose inhibition, % at 30 µM; IC50 in µM for titrated hits; AID 624330; MgcRacGAP-stimulated Rac1 GTP hydrolysis, ADP Hunter fluorescence; higher % means a stronger effect; GST-tagged Rac1 F28L mutant substrate;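 active = first-screen hits whose inhibition reached a set limit at any dose in the follow-up dose series; inconclusive = inhibition above the set first-screen limit but never retested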;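 also: fluorescence reports GDP produced by GAP-driven GTP hydrolysis; strong numbers were not always called active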
Salmonella PhoP GFP – PhoP-dependent GFP reporter repression – Salmonella Typhimurium, primary screen (AID 1863); S. Typhimurium PhoP-regulated promoter GFP reporter, 4 h; higher % means a stronger effect; inhibition, % at 50 µM; hits with a dose series show IC50 in µM; hit rate 0.16% among 300,000;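 active = inhibition over 29.93%, a cutoff 3 SD above the screen mean, later confirmed by dose response; inconclusive = inhibition over 29.93% but no dose response follow-up; inactive = inhibition at most 29.93% or unconfirmed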;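 also: 0% = low Mg2+ inducing control and 100% = high Mg2+ repressing control; strong numbers were not always called active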
HIV peptide binding – cell-free HIV fusion peptide-binding blockers – biochemical, uHTS, fluorescence dequenching, primary screen (AID 1986). hit rate 0.3% among 290,000. one-dose inhibition, % at 20 µM; IC50 in µM for titrated hits. cell-free peptide binding, fluorescence dequenching, 30 min; higher % means a stronger effect; in the data active = inhibition mostly above about 52%, no sharp cut-off; inactive = mostly below about 76%; also: some results filed as inactive read as strong as hits
Siah-1 displacement – blockers of Siah-1 interaction with plectin peptide – biochemical, fluorescence polarization, rhodamine-plectin, uHTS, primary screen (AID 1817). Siah-1 / rhodamine-plectin peptide fluorescence polarization; higher % means a stronger effect. displacement, % at 20 µM; hits with a dose series show IC50 in µM. hit rate 0.02% among 290,000;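 active = displacement of at least 50% at 20 µM, with a fluorescence ratio check between 0.3 and a set limit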;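 also: plate controls were Siah plus tracer with DMSO for no effect and tracer alone without Siah for full effect; strong numbers were not always called active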
NTR1 agonist cell count 20 µM – further read-out of NTR1 agonist, marked with its call; cell count; measured here: cell count, cytotoxicity flag
Myeloid diff MLP GFP+ MAC1+ % – second read-out of Myeloid diff MLP, no call of its own (marks repeat the call); GFP+ MAC1+ double positive, %; measured here: differentiation confirmed by MAC1 staining
Starred values were filed as active, the others as inactive; i = inactive; ? = inconclusive; · = no result given; + = active, no number; & = joins results of further samples.

item | smiles | Myeloid diff MLP | Myeloid diff MLP GFP+ MAC1+ % | NTR1 agonist | NTR1 agonist cell count 20 µM | LYP inhibition | GPR35 antagonists | GPR55 antagonists | MgcRacGAP inhibition | Salmonella PhoP GFP | HIV peptide binding | Siah-1 displacement
1 | COC(=O)c1nnn(-c2nonc2N)c1CSc1ccccn1 | i | 0.6 | -4.1 | 90 | -8.4% | -1.5% | -9.3% | 11.5% | -6.2% | -0.1% | 1.8%
2 | CC1=C(C#N)C(/C=N/OCc2ccc(F)cc2Cl)CC(=O)N1 (centres undefined) | i | 0.2 | -0.2 | 34 | -2.6% | 6.1% | 9.1% | -11.9% | 0.7% | -0.9% | -7.0%
3 | Cc1ccc(C)c(NS(=O)(=O)c2cc(C(=O)Nc3cccc(N(C)S(C)(=O)=O)c3)ccc2C)c1 | i | 10.1 | 6.1 | 77 | 9.4% | 8.7% | -5.7% | -2.1% | -2.4% | 0.2% | -0.8%
4 | Clc1ccc(-c2noc(CCCc3ccccc3)n2)cc1 | i | 1.2 | 6.7 | 87 | -9.5% | 22.9% | 4.6% | 8.3% | 5.6% | 2.1% | -0.8%
5 | CC(C)(C#N)NC(=O)C1CCCN1S(=O)(=O)c1ccc2ccccc2c1 (centres undefined) | i | 0.2 | -0.5 | 50 | -12.3% | 14.2% | -7.4% | 7.4% | -0.3% | -1.8% | 0.8%
6 | O=C(c1ccccc1)c1cc([N+](=O)[O-])ccc1N1CCOCC1 | · | · | 1.5 | 84 | -2.1% | 1.3% | -4.3% | 5.6% | 10.1% | -0.8% | -3.8%
7 | Cc1c(C(c2cccs2)c2c(C)n(C)n(-c3ccccc3)c2=O)c(=O)n(-c2ccccc2)n1C | i | 0.2 | 3.3 | 41 | -1.8% | 13.2% | -5.0% | 13.1% | -6.5% | 2.2% | -1.4%
8 | Cc1nc(CNC(=O)C2CCC(=O)N(CCc3ccc(Cl)cc3)C2)sc1C (centres undefined) | i | 0.7 | 0.1 | 66 | -5.1% | 11.5% | 9.2% | 10.8% | -2.9% | -1.0% | 5.8%
9 | COc1ccc(N2CCN(C(=O)c3ccc(NS(=O)(=O)c4ccc(F)cc4)cc3)CC2)cc1 | i | 0.5 | 1.1 | 50 | 4.0% | -1.7% | -3.6% | 1.0% | -6.1% | -1.9% | 1.2%
10 | COc1ccc(N=Cc2sc3ccccc3c2Cl)cc1 | i | 5.2 | 5.4 | 55 | -5.1% | 2.4% | 22.2% | 11.0% | -5.5% | 2.4% | 3.0%
11 | CNC(=O)CSc1nnc(-c2ccccn2)n1Cc1ccco1 | i | 0.5 | 0.8 | 63 | -4.0% | 4.3% | 12.1% | -7.6% | -11.9% | 1.1% | 12.5%
12 | CC(NS(=O)(=O)c1ccc(Cl)c(Cl)c1)C(=O)OCC(=O)Nc1ccc2c(c1)OCO2 (centres undefined) | i | 0.2 | 0.9 | 68 | -3.5% | 1.6% | -7.1% | 7.9% | 4.2% | -0.6% | 12.3%
13 | CCCCC/C(=N\NC(=O)CCC(=O)NCc1ccccc1)c1ccccc1 | i | 0.6 | 3.9 | 46 | -1.7% | 0.5% | 11.9% | 3.9% | 0.0% | 1.4% | 4.3%
14 | CC12C(=O)N(CCC(=O)O)C(=O)C1C1C=CC2C1 (centres undefined) | + | 4.1* | -1.4 | 40 | -3.9% | 14.6% | -0.8% | 9.7% | -1.1% | -3.3% | 0.2%
15 | CCOc1ccc(N2C(=O)Nc3ccc(Br)cc3C2(O)C(=O)NC(C)C)cc1 (centres undefined) | i | 0.6 | 1.5 | 63 | -8.5% | 6.5% | 5.4% | 9.1% | -3.9% | 0.3% | 5.2%
16 | CC(C)(C)c1nnc(NC(=O)CCS(=O)(=O)Cc2ccccc2)s1 | i | 1.3 | 1.7 | 50 | -8.3% | 0.8% | 4.6% | 5.4% | -2.8% | 1.6% | 4.7%
17 | CCn1cc(SCC(=O)N2CCc3ccccc32)c2ccccc21 | i | 4.2 | 4.1 | 84 | 5.8% | -21.2% | -2.1% | -1.4% | -2.8% | 0.0% | 0.5%
18 | FC(F)(F)c1cccc(N2CCN(C3CC4CCC3C4)CC2)c1 (centres undefined) | i | 0.2 | 0.1 | 57 | -0.5% | -0.2% | 7.9% | -3.5% | -5.8% | -0.5% | -3.0%
19 | CN1CCN(C(=O)c2cc(COc3ccccc3)on2)[C@@H](c2ccccc2)C1 | i | 0.9 | 2.5 | 39 | -7.6% | -2.0% | 16.6% | 4.5% | 1.0% | 0.4% | -0.9%
20 | FC(F)(F)c1cnc(Sc2nc3nccc(-c4ccc(Cl)cc4)n3n2)c(Cl)c1 | i | 1.8 | 22.1 | 77 | -8.1% | 1.3% | 2.5% | -3.0% | -2.6% | -0.9% | -4.9%
21 | Cc1cccc(CN2C(=O)[C@H]3Cc4c([nH]c5ccccc45)C(C)(C)N3C2=O)c1 | i | 0.5 | 16.0 | 62 | · | · | · | 7.2% | 13.5% | · | ·
22 | COc1ccc(-c2nnc(SCC(=O)NC3CCCCC3)o2)cc1 | i | 0.8 | -1.3 | 58 | -3.2% | -12.1% | -1.3% | 6.6% | 14.2% | -0.6% | 1.9%
23 | COc1ccc(NC(=O)c2cc(OC)c(OC)c(OC)c2)cc1S(=O)(=O)N1CCCCC1 | i | 0.4 | 0.0 | 60 | -1.0% | -6.6% | 4.9% | 11.7% | 9.4% | -1.8% | 4.1%
24 | O=C(NCCN1CCOCC1)C(=O)NCc1ccc2c(c1)OCO2 | i | 0.1 | -0.9 | 40 | -4.2% | 1.6% | 0.2% | 10.7% | 8.5% | -1.2% | -4.6%
25 | O=C(CCN1C(=O)S/C(=C\c2ccccc2)C1=O)N1CCCCC1 | i | 0.8 | 1.9 | 31 | 5.5% | -6.7% | -1.9% | 10.9% | -8.7% | 0.0% | 6.1%

item | smiles | Myeloid diff MLP | Myeloid diff MLP GFP+ MAC1+ % | NTR1 agonist | NTR1 agonist cell count 20 µM | LYP inhibition | GPR35 antagonists | GPR55 antagonists | MgcRacGAP inhibition | Salmonella PhoP GFP | HIV peptide binding | Siah-1 displacement
26 | Cc1ccc(S(=O)(=O)C2(C(=O)N3CCN(c4ccccc4F)CC3)CC2)cc1 | i | 0.8 | 0.3 | 54 | -2.5% | -2.0% | 5.0% | 5.8% | 10.9% | -1.7% | 13.5%
27 | COC(=O)COc1ccc(S(=O)(=O)Nc2ccc(C(N)=O)cc2)cc1 | i | 1.1 | -0.2 | 55 | -1.7% | 0.9% | 11.8% | 6.6% | -12.0% | -1.3% | 1.5%
28 | Cc1ccccc1NC(=O)c1cc(S(=O)(=O)N2CCCCC2)cs1 | i | 0.4 | -0.6 | 58 | -10.1% | 10.0% | 5.2% | 13.2% | -8.4% | -1.0% | -2.1%
29 | CCNC(=O)COn1c(SCC(=O)NCC)nc2ccccc2c1=O | i | 1.0 | -2.2 | 71 | 1.6% | -3.2% | 11.2% | 6.4% | 1.0% | 1.4% | -1.5%
30 | COc1cc(OC)cc(-n2nc(C(=O)N3CC(C)CC(C)C3)c3ccccc3c2=O)c1 (centres undefined) | i | 6.8 | 2.1 | 61 | -3.8% | -13.6% | 8.6% | 0.1% | 0.0% | -1.1% | 19.7%
31 | Cc1nn(C(=O)c2ccc([N+](=O)[O-])cc2)c(C)c1Br | + | 2.4* | 0.5 | 42 | -3.9% | 10.0% | 16.3% | 2.5% | 1.4% | -0.4% | 9.6%
32 | CN(CCOc1ccc(Cl)cc1)CC(O)c1ccccc1 (centres undefined) | i | 0.0 | -1.5 | 91 | -7.3% | 0.3% | 5.2% | 17.3% | 8.0% | -1.5% | -3.3%
33 | CCn1c(COc2ccccc2C)nnc1SCc1nc2ccccc2c(=O)[nH]1 | · | · | 0.4 | 46 | -8.3% | 16.4% | 7.7% | · | 11.3% | -1.3% | -3.9%
34 | CCn1cc(C(=O)NC2CCCCCC2)c(=O)c2ccc(C)nc21 | i | 0.2 | 1.3 | 63 | -6.5% | 20.7% | -3.9% | -1.6% | -4.0% | 1.1% | 0.5%
35 | COc1ccc(O)c(-c2cc(C(F)(F)C(F)F)nc(-c3ccccc3)n2)c1 | i | 0.5 | 3.0 | 45 | -3.5% | 4.1% | 17.3% | 4.3% | -2.4% | -0.8% | -3.8%
36 | CCOC(=O)c1ccc(COC(=O)CNC(=O)CNC(=O)c2ccc(OC)cc2)o1 | i | 0.6 | 0.6 | 57 | 0.4% | -3.2% | -0.2% | 2.5% | 5.6% | -1.1% | 2.5%
37 | COCCCNc1ncnc2ccc(C)cc12 | i | 0.9 | -0.7 | 90 | -3.9% | 9.8% | 10.8% | 8.5% | 5.8% | 0.0% | -0.6%
38 | COC(=O)c1ccc(NC(=O)C2CCCN2C(=O)Nc2cccc(C(C)=O)c2)cc1 (centres undefined) | i | 1.1 | 0.1 | 59 | -12.4% | -11.8% | 15.3% | 8.2% | · | 1.1% | 12.8%
39 | CSc1ccc(CCNC(=O)CCc2nnc3ccc(NCCCN4CCCC4=O)nn23)cc1 | ? | · | 2.2 | 46 | -10.1% | -2.3% | 0.1% | -32.7% | 6.0% | -0.4% | -6.9%
40 | CC1(C)CCC(C)(C)NC(=S)N1 | i | 0.9&0.2 | 0.6 | 55 | -7.7% | 1.3% | 9.9% | 13.1%&8.1% | 17.9% | -1.3% | 5.8%
41 | COC(=O)c1sc(NC(=O)C(C)c2ccccc2)nc1C (centres undefined) | i | 0.3 | 2.0 | 53 | -6.5% | -12.9% | 19.9% | -1.6% | -8.9% | 0.1% | 18.0%
42 | CN(C(=O)COC(=O)c1ccc(S(=O)(=O)N2CCOCC2)cc1)C1CCCCC1 | i | 0.3 | 0.7 | 68 | -4.0% | 2.6% | -6.9% | -3.3% | 2.8% | -2.0% | -3.3%
43 | COc1ccc(C(=O)N=S2CCN(C(=O)c3ccc(Cl)cc3)CC2)cc1 | i | 0.2 | 0.5 | 51 | -0.6% | 5.1% | 12.5% | · | -6.8% | 1.5% | 8.8%
44 | Cc1ccc(CSc2nnc3c(n2)OC2(Nc4ccccc4-3)C(=O)Nc3ccc(F)cc32)cc1 (centres undefined) | i | 6.3 | 5.2 | 46 | 1.2% | 23.1% | -14.0% | 14.3% | -19.5% | 22.2% | -1.0%

High-throughput results from PubChem.
